# Source: PubChem BioAssay
# PvdQ inh – P. aeruginosa PvdQ acylase inhibition | AID 488965 | purified PvdQ acylase, fluorescence plate reader | inhibition, % at 10 µM | 340,000 tested, 0.063% active; in the data active = inhibition above about 30%, passing the limit was not always enough;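 also: 0% = vehicle neutral wells and 100% = reference inhibitor wells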
# PfHsp90 set2 – reduces growth (ATP signal) of yeast expressing P. falciparum Hsp90 | S. cerevisiae expressing PfHsp90, BacTiter-Glo ATP, 48 h; yeast lacking PDR1 and PDR3 efflux regulators | inhibition, % at 9.4 µM | 310,000 tested, 0.32% active | AID 504621;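 active = every replicate shows inhibition above about 80%, whatever the replicate mean, limit read from the data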;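 also: 0% = DMSO neutral controls and 100% = 20 µM radicicol positive controls; yeast relying on Plasmodium falciparum Hsp90 in place of its own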
# Rtt109 Vps75 – C. albicans Rtt109 histone acetyltransferase inhibition; Q5AAJ8; purified Rtt109/Vps75, ThioGlo CoA-SH fluorescence, 4 h; inhibition, % at 34.9 µM; 330,000 tested, 0.16% active;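 active = inhibition of at least 50% in every replicate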
# Target sequence (Q5AAJ8 whole entry, looked up): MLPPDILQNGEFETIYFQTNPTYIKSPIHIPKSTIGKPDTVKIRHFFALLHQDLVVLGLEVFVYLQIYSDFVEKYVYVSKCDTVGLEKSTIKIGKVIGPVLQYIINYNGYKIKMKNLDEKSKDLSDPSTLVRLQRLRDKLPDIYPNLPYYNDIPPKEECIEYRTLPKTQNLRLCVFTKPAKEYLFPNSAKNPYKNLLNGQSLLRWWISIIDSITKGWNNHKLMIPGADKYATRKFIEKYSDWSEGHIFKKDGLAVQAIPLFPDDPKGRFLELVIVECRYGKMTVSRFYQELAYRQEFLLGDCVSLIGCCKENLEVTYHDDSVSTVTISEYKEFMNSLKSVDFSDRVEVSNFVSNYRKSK
# NSD2 inh – blocks human histone methyltransferase NSD2 | 310,000 tested, 0.54% active | NSD2 peptide methylation, AlphaScreen, 120 min | inhibition, % at 12.5 µM | AID 743445 | O96028; in the data active = inhibition above about 50%
# CAL PDZ FP-1 – human CAL PDZ-peptide interaction inhibition; inhibition, % at 20 µM; 330,000 tested, 0.02% active; Q9HD26; AID 504414; purified CAL PDZ, TMR-peptide fluorescence polarization, 1 h;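 active = highest replicate inhibition of at least 40%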;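 also: plate controls were DMSO neutral control wells for no effect and unlabeled competitor peptide control wells for full effect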
#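 System: tagged CAL PDZ domain. Schedule: 1 h room-temperature incubation prior to read. Signal: fluorescence polarization (mP). Measure: percent inhibition from loss of millipolarization.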
# SR-BI DiI-HDL act – SR-BI HDL lipid transfer activation | activation, % at 12.5 µM | 320,000 tested, 0.096% active | CHO ldlA[mSR-BI] cells, DiI-HDL uptake fluorescence, 3 h; 100 = double the neutral-control signal;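 active = mean replicate activation of at least 60% and every replicate at or above 60%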;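 also: 0% = median plate neutral-control signal and 100% = twice that signal; values of inactives mirror those of a sister screen read the other way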
#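 Material: SR-BI-overexpressing, LDLR-lacking CHO cells | Dosing: Single compound concentration, delivered by pin transfer | Probe or stimulus: Labelled HDL, 10 µg/mL | Signal: Bottom-read cell fluorescence after medium removal, ex 550/em 595 nm | Schedule: 3 h, 37 °C | Evaluation: HDL uptake via cellular fluorescence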
# CAL PDZ FP-2 – blocks peptide binding to the human CAL PDZ domain. AID 602252. inhibition, % at 24.9 µM. 300,000 tested, 0.92% active. Q9HD26. purified CAL PDZ, TMR-peptide fluorescence polarization, 1 h;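 active = mean inhibition of at least 30% with at least half of replicates also reaching 30%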;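 also: 0% = DMSO neutral control and 100% = excess unlabeled competitor peptide PRC23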
# MITF act – MITF TRPM1 promoter activation in melanoma cells | SK-MEL-5 TRPM1-promoter luciferase, 24 h; % of positive control, neutral wells = 0 | activation, % at 12.5 µM | 300,000 tested, 0.75% active | AID 588334;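 active = mean activation of at least 80% with every replicate also reaching 80%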;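 also: 0% = neutral control wells and 100% = parthenolide positive control wells; values of inactives mirror those of a sister screen read the other way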
# dFosB activator – enhances mouse delta FosB homodimer DNA binding | 340,000 tested, 0.99% active | activation, % at 25 µM | purified delta FosB, TAMRA-CDK5 oligo fluorescence polarization; percent of positive-control signal above neutral wells | P13346;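 active = mean activation above about 17%, with every replicate also reaching it, limit read from the data, passing the limit was not always enough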;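 also: fluorescence polarization rise as delta FosB binds a TAMRA Cdk5 AP-1 oligo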
# Target sequence (P13346 whole entry, looked up): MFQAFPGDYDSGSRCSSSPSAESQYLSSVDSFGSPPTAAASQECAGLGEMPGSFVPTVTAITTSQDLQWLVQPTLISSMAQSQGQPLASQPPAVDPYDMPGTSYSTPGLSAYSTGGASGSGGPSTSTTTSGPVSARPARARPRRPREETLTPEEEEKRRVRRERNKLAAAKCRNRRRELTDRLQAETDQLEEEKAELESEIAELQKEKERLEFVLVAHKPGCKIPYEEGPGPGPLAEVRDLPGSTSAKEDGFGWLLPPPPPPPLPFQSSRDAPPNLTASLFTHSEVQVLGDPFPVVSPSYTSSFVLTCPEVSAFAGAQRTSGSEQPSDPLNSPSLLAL
# SR-BI DiI inh – mouse SR-BI HDL lipid transfer inhibition; Q61009; ldlA[mSR-BI] CHO cells, DiI-HDL uptake fluorescence, 3 h; inhibition, % at 12.5 µM; 320,000 tested, 0.96% active; AID 488896;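 active = mean replicate inhibition of at least 70% and a set share of replicates each scoring 70 or more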;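 also: 0% = median of neutral control wells and 100% = median of positive control wells; values of inactives mirror those of a sister screen read the other way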
# * marks the source's active call; other numbers are inactive results; · = no result given.
SMILES,PvdQ inh,PfHsp90 set2,Rtt109 Vps75,NSD2 inh,CAL PDZ FP-1,SR-BI DiI-HDL act,CAL PDZ FP-2,MITF act,dFosB activator,SR-BI DiI inh
O=C(COC(=O)C1=COCCO1)Nc1cc(S(=O)(=O)N2CCCCC2)ccc1Cl,-11.9,-17.4,8.7,0.2,-0.7,-3.2,6.0,-2.8,-1.8,3.2
COc1ccc(-n2nc(C(=O)NCC(=O)N3CCN(Cc4ccc5c(c4)OCO5)CC3)c3ccccc3c2=O)cc1OC,-9.1,-43.2,-72.0,-5.1,-2.0,-25.6,-5.8,-4.8,-8.6,25.6
COc1ccccc1N1CCN(/N=C/c2cc([N+](=O)[O-])ccc2Cl)CC1,-11.2,-9.7,1.3,1.6,-2.5,-37.3,6.8,-0.9,-12.2,37.3
Cc1ccc(-c2csc(N/N=C/C=C/c3ccccc3)n2)cc1,6.4,-7.0,5.3,-0.3,-0.4,-10.4,0.2,-14.4,8.1,10.4
CCCOc1ccc(N2C(=O)CC(NCc3ccc(S(N)(=O)=O)cc3)C2=O)cc1 (stereo unspecified),-14.2,-6.2,6.9,-0.7,·,4.7,-4.7,9.0,-0.9,-4.7
CCOC(=O)Cc1nnc(NC(=O)C(CC)Sc2nc(C)cc(C)n2)s1 (stereo unspecified),-8.7,10.0,-0.5,·,-0.4,·,·,-9.4,2.7,·
Cc1cc(Cl)cc(Br)c1OCCCNCC(C)O (stereo unspecified),-4.6,20.6,-0.6,-1.0,0.3,8.5,-4.4,5.1,-2.2,-8.5
C/C(=N\Nc1cc(Cl)nc(C)n1)c1ccc(Cl)c(Cl)c1,-12.3,7.7,-10.4,-2.3,-2.3,-21.6,0.2,4.6,-14.3,21.6
Cn1ncc(C#N)c1NC(=O)C1CC(c2ccc(Cl)cc2)=NO1 (stereo unspecified),-12.9,-0.6,0.3,-44.1,-1.6,·,-1.9,2.7,-4.6,·
O=C(CCC(=O)N1CCSc2ccccc21)NCc1cccc(Br)c1,-10.8,·,2.4,·,-0.8,-12.6,·,·,-14.1,12.6
CC(OC(=O)c1ccc([N+](=O)[O-])s1)C(=O)NC1CCCCC1C (stereo unspecified),6.0,·,-0.3,2.1,-1.2,7.2,·,-77.6,2.3,-7.2
CC1=CC(C)[C@H](/C=N/n2c(=O)[nH]c3c([nH]c4ccc(Br)cc43)c2=O)C(C)C1 (stereo partly specified),-7.6,5.1,-7.4,1.0,-0.2,-1.4,4.8,-4.2,11.1,1.4
COc1ccc(NC(=O)CCc2ccccc2)cc1NC(=O)c1ccco1,-6.9,4.0,4.1,-0.3,-3.0,1.1,·,-13.6,-7.4,-1.1
C=CCN(c1ccccc1)S(=O)(=O)c1cccc(C(=O)N2CC(C)CC(C)C2)c1 (stereo unspecified),-7.1,-33.5,0.1,2.3,-4.1,-54.1,-0.5,-9.8,-24.3,54.1
Cc1ccc(CCc2nnc(SCC(=O)Nc3ccccc3Cl)n2-c2ccccc2)o1,-11.5,5.1,6.5,0.1,-0.8,-39.3,-2.3,-2.0,-14.4,39.3
O=C1OCc2ccc(NC(=O)C3CCCCC3)cc21,-10.5,-5.7,0.3,2.1,-2.0,14.3,-0.1,3.3,-6.4,-14.3
O=C(NNC(=S)Nc1ccccc1Cl)c1ccccc1Cl,1.8,-1.0,-3.2,2.0,-2.7,11.0,-2.3,77.8,-1.9,-11.0
O=C(Oc1cc(=O)n2ccccc2n1)c1ccccc1,-11.1,22.0,-4.9,2.5,-3.3,8.6,-1.3,1.4,-2.6,-8.6
Cc1[nH]nc(-c2ccc(OCc3cnn(-c4ccccc4)c3)cc2O)c1Oc1ccc(F)cc1,-7.7,17.9,-11.5,-3.0,-2.2,-32.7,-4.6,-19.6,-7.6,32.7
CC(C)NC(=O)CSc1nc(Cc2ccccc2)nc2ccccc12,11.8,-1.3,-0.6,-4.6,·,-5.8,7.9,-12.0,-4.3,5.8
COC(=O)c1[nH]c2cc(OC)ccc2c1NC(=O)CN1CCC(C(N)=O)(N2CCCCC2)CC1,-8.1,3.2,5.6,-0.7,-1.1,-4.2,·,6.5,-8.6,4.2
CC1C(O)=C(c2nc3ccccc3[nH]2)C(=N)N1c1ccccc1 (stereo unspecified),0.4,16.9,3.8,-0.3,·,13.1,-1.5,30.3,-2.4,-13.1
CCOc1ccc([C@@H]2CC=C(C(=O)O)[C@H](c3cccc(Cl)c3)N2S(=O)(=O)c2ccc(C)cc2)cc1,-14.1,-18.9,-2.8,·,-1.7,54.1,-12.2,0.5,2.7,-54.1
CN(C)c1cc(N)c2ccccc2n1 (tested in a mixture with another compound),10.4,2.6,5.0,-2.2,0.8,8.7,0.5,-4.4,-11.2,-8.7
NC(=O)C1(N2CCCCC2)CCN(C2CC(=O)N(CCc3ccccc3)C2=O)CC1 (stereo unspecified),7.1,-12.0,-3.9,-2.1,0.3,-2.7,-2.6,0.4,-1.3,2.7
COCCN(C(=O)COC(=O)c1ccc(C=O)cc1)c1c(N)n(Cc2ccccc2)c(=O)[nH]c1=O,-16.3,-5.7,-8.5,12.4,-1.6,16.1,2.2,-2.3,-2.1,-16.1
CC(CNC(=O)CN1C(=O)c2cccnc2Oc2ccc(Cl)cc21)c1ccccc1 (stereo unspecified),11.9,-8.4,-3.3,6.1,-2.9,1.9,-1.5,5.9,-6.4,-1.9
CC1Cc2nc(SCC(=O)Nc3ccc(F)cc3F)n(C)c(=O)c2S1 (stereo unspecified),-11.8,14.9,0.0,-0.6,-3.6,-1.2,-0.7,-2.8,-2.0,1.2
COc1ccc(-n2cc(CNC3CCOCC3)c(-c3cccc(F)c3)n2)cc1,3.7,12.1,1.0,-1.6,-3.4,-2.7,-1.4,12.8,-10.2,2.7
O=c1c2ccccc2[nH]c(=S)n1Cc1ccccc1Cl,-17.1,25.4,-3.9,-0.5,-1.4,·,·,4.8,9.2,·
N#CCCn1c(=O)n(CCC#N)c2ccccc21,-14.7,-3.1,-9.6,22.8,0.1,-0.1,7.5,6.5,-0.1,0.1
CCCC(=O)N(Cc1cc2cc(C)ccc2[nH]c1=O)c1ccccc1OC,-4.1,5.0,-0.9,-1.0,-1.3,2.3,-6.9,-7.5,-8.0,-2.3
COc1ccc(C2/C(=C(/O)c3ccc(C)cc3)C(=O)C(=O)N2c2ccccn2)cc1 (stereo unspecified),-11.8,37.9,2.3,0.7,·,-6.4,-2.0,12.4,1.3,6.4
COCCn1cnc2c1c(=O)n(CC(=O)OCC(=O)NCC(F)(F)F)c(=O)n2Cc1ccccc1,3.2,13.7,11.3,-1.3,-0.3,16.5,-3.5,15.4,-6.3,-16.5
CC(C)(C)C1CCC(OCC(O)CN2CCN(Cc3ccccc3)CC2)CC1 (stereo unspecified),4.8,8.6,35.0,5.2,-2.1,11.0,-1.5,-0.7,-5.6,-11.0
COCCNC(=O)c1cn(CCOC)c(=O)c2c1c1ccccc1n2C,-12.7,5.8,-0.3,-0.6,-1.7,0.1,49.0*,-11.0,-6.1,-0.1

# Part of the list above, reformatted:
compound | PvdQ inh | PfHsp90 set2 | Rtt109 Vps75 | NSD2 inh | CAL PDZ FP-1 | SR-BI DiI-HDL act | CAL PDZ FP-2 | MITF act | dFosB activator | SR-BI DiI inh
CC(C)(C)C1CCC(OCC(O)CN2CCN(Cc3ccccc3)CC2)CC1 (stereo unspecified) | 4.8 | 8.6 | 35.0 | 5.2 | -2.1 | 11.0 | -1.5 | -0.7 | -5.6 | -11.0
COCCNC(=O)c1cn(CCOC)c(=O)c2c1c1ccccc1n2C | -12.7 | 5.8 | -0.3 | -0.6 | -1.7 | 0.1 | 49.0* | -11.0 | -6.1 | -0.1

# CAL PDZ FP-2: entries above that show a hit.
SMILES,PvdQ inh,PfHsp90 set2,Rtt109 Vps75,NSD2 inh,CAL PDZ FP-1,SR-BI DiI-HDL act,CAL PDZ FP-2,MITF act,dFosB activator,SR-BI DiI inh
COCCNC(=O)c1cn(CCOC)c(=O)c2c1c1ccccc1n2C,-12.7,5.8,-0.3,-0.6,-1.7,0.1,49.0*,-11.0,-6.1,-0.1

# Next records:
SMILES,PvdQ inh,PfHsp90 set2,Rtt109 Vps75,NSD2 inh,CAL PDZ FP-1,SR-BI DiI-HDL act,CAL PDZ FP-2,MITF act,dFosB activator,SR-BI DiI inh
Cc1nn(-c2ccccc2)c(Cl)c1C(=O)N(C)CC(=O)Nc1cccc(F)c1,-8.0,5.4,-2.7,-2.6,-0.5,-23.5,·,1.1,2.4,23.5
O=C(Nc1ccc2c(c1)C(=O)OC2)Nc1cccc2ccccc12,9.6,-1.5,2.6,2.2,-0.3,-2.2,2.9,-1.1,-7.4,2.2
CCn1c(CNc2ccc(Cl)cc2)nnc1SCC(=O)OC1CCCCC1,6.5,19.7,10.3,-2.7,·,-67.0,-7.1,-14.1,-2.1,67.0
CCOC(=O)C1(CCOc2ccccc2)CCN(Cc2ccc(C(=O)OC)cc2)CC1,-5.7,15.7,1.1,-2.6,-0.8,0.4,0.7,-11.8,-3.5,-0.4
CCC1=NN(C(=O)C(=O)Nc2ccc(OC)cc2)C(O)(C(F)(F)F)C1 (stereo unspecified),-4.7,8.0,-2.6,0.0,-0.2,-16.3,0.9,8.3,-6.7,16.3
COc1ccc(-n2nc(C(=O)O)cc2-c2ccccc2)cc1,-6.6,-12.1,2.2,-0.1,-1.0,0.5,-2.2,·,1.5,-0.5
CCCCNC(=O)CCn1c(=O)c2ccccc2n(CC(=O)Nc2ccccc2OCC)c1=O,-1.3,-31.0,0.1,2.1,-1.9,·,0.2,-1.7,-1.8,·
O=c1oc2ccccc2cc1-c1cn2cccnc2n1,-3.0,·,2.3,-3.0,-3.0,10.2,-2.5,·,-3.1,-10.2
Cc1nnc(SCCn2c(N3CCCCCC3)nc3c2c(=O)[nH]c(=O)n3C)s1,-23.7,-0.2,12.3,-2.7,-1.3,0.6,-1.4,-7.1,-7.2,-0.6
O=C(Nc1ccc(C(F)(F)F)cc1)C1=NN(C2CCS(=O)(=O)C2)C(=O)CC1 (stereo unspecified),9.4,-5.6,8.0,1.8,-0.4,35.2,4.4,-0.7,-2.1,-35.2
O=C(OCC(=O)N1CCCCC1)c1cccc(NS(=O)(=O)c2ccccc2)c1,-6.5,6.4,15.3,0.7,-1.3,-13.8,-0.6,7.7,-6.8,13.8
COc1ccc(OC)c(S(=O)(=O)N2CCN(C)CC2)c1,-16.6,·,2.1,0.0,·,2.0,-1.4,1.4,-5.3,-2.0
CC(C)(C)OC(=O)N1CCC(c2c(C(=O)NC3CC3)cnn2-c2ccccc2)CC1,-1.6,14.5,-5.3,5.5,0.1,14.5,-3.5,-10.9,0.2,-14.5
O=C(COC(=O)c1ccc(NS(=O)(=O)c2cccs2)cc1)NCC1CCCO1 (stereo unspecified),-1.6,-5.4,-2.6,-6.9,-2.5,12.3,-7.9,-0.8,0.8,-12.3
O=C(O)CCC(=O)N1CCc2cc(S(=O)(=O)N3CCN(c4ccc(F)cc4)CC3)ccc21,-2.8,-47.5,-8.0,·,0.1,33.0,·,·,3.6,-33.0
